TAAR1 agonist = human TAAR1 agonism. Q96RJ0. CHO RD-HGA16 TAAR1, Fluo-8 calcium fluorescence; vehicle wells 0%, saturating PEA agonist 100%. AID 624467. hit rate 0.99% among 360,000. activation, % at 3 µM;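 active means activation above the mean activation of all test compounds in the run plus 3 SD, cut at about 38% in these data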
Target sequence (Q96RJ0 whole entry, looked up): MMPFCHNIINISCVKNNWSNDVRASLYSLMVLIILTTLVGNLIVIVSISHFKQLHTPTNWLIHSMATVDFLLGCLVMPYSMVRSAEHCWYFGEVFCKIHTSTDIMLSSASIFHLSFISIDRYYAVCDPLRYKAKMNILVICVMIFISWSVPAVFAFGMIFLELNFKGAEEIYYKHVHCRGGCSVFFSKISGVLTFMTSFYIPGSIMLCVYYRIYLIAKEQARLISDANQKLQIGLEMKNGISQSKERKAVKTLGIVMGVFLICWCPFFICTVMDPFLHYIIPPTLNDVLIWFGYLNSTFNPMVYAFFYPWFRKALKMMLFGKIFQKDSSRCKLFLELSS
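Assay system: CHO-derived RD-HGA16 cells with stable Gα16 and human TAAR1; timing: 17-24 h seeding, 75 min 37 °C dye, 30 min RT; read-out: % activation from peak over basal fluorescence ratio, DMSO-to-PEA scaled; measured by: kinetic Fluo-8 calcium fluorescence; benchmarks: low control DMSO, high control PEA (EC100); doses: 3 µM single concentration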
CHRM5 PAM = positive allosteric modulators of human muscarinic M5 receptor; P08912; CHO-K1 hM5, Fluo-8 calcium, ACh EC20 PAM; 0% = ACh EC20, 100% = ACh EC100; activation, % at 3 µM; hit rate 0.3% among 360,000; AID 624038;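 active means activation above the run cutoff, the mean activation of all test compounds plus 3 SD, cut at about 18% in these data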
Target sequence (P08912 whole entry, looked up): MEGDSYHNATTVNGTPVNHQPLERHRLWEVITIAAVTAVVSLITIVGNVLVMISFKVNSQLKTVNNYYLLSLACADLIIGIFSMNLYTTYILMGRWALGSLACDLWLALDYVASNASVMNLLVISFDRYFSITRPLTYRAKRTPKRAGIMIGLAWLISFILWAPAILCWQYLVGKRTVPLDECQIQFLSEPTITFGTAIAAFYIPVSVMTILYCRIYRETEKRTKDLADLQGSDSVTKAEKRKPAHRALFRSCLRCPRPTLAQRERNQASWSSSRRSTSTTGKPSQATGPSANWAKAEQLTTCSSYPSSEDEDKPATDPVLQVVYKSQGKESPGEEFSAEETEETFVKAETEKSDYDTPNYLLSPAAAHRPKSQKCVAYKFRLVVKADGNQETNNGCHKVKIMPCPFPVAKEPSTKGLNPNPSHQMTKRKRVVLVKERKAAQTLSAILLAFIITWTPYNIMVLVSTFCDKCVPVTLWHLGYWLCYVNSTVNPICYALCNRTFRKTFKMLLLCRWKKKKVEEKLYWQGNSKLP
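Measured by: Fluo-8 calcium fluorescence; material: human M5 receptor in CHO-K1 cells; schedule: Post-acetylcholine fluorescence recording 140 s; benchmarks: low control EC20 acetylcholine (0%), high control EC100 acetylcholine (100%); read-out: Max/basal fluorescence ratio as % of EC20–EC100 ACh window; compound: single dose, 3 µM nominal final test concentration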
CHRM4 agonist = agonists of human muscarinic M4 receptor (CHRM4). P08173. CHO-K1 hM4/Gqi5, Fluo-8 calcium fluorescence; vehicle 0%, full acetylcholine response 100%. activation, % at 3 µM. hit rate 0.14% among 360,000. AID 624127;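 active means activation above the run mean over all test wells plus 3 SD, cut at about 32% in these data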;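 further: peak over basal fluorescence ratio per well then scaled between controls; 0% = DMSO wells and 100% = acetylcholine at EC100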
CHRM5 agonist = CHRM5 agonism in calcium assay. CHO-K1 hM5 cells, Fluo-8 calcium fluorescence; 0% DMSO wells, 100% maximal acetylcholine response. P08912. AID 624037. hit rate 0.19% among 360,000. activation, % at 3 µM;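 active means activation above the run's mean over test compounds plus 3 SD, cut at about 23% in these data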;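 further: signal is peak over basal fluorescence ratio across the kinetic read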
CHRM1 PAM = positive allosteric modulators of human M1 muscarinic receptor; AID 588819; CHO-K1 hM1, Fluo-8 calcium fluorescence, ACh EC20; 0% = ACh EC20, 100% = maximal ACh; P11229; hit rate 0.088% among 360,000; activation, % at 3 µM; in the data active means activation above about 19%, passing the limit was not always enough
CHRM1 antagonist = human CHRM1 antagonism. P11229. CHO-K1 hM1, Fluo-8 calcium fluorescence, ACh EC80 antagonist. inhibition, % at 3 µM. hit rate 1.3% among 360,000. AID 588852;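 active means percent inhibition above its own plate's cutoff, namely the mean of that plate's compound wells plus 3 SD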;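 further: peak over basal fluorescence ratio during 140 s after agonist addition; 0% = ACh EC80 plus DMSO and 100% = DMSO alone without agonist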
M4 antag = blocks acetylcholine activation of human M4 receptor | CHO-hM4 cells, ACh EC80, Fluo-8 calcium fluorescence | hit rate 0.73% among 360,000 | P08173 | inhibition, % at 3 µM;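 active means inhibition above its plate's cutoff, the mean inhibition of sample wells plus 3 SD, cut at about 27% in these data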;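 further: 0% = acetylcholine EC80 with DMSO and 100% = DMSO without agonist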
M1 ag = agonists of human M1 muscarinic receptor | P11229 | CHO-K1 hM1, Fluo-8 calcium fluorescence, agonist mode; 0% DMSO, 100% acetylcholine EC100 | activation, % at 3 µM | hit rate 0.33% among 360,000;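 active means activation above the run's mean compound activation plus 3 SD, cut at about 16% in these data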;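 further: peak over basal fluorescence ratio within a 140 s kinetic read after compound addition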
M5 antag = antagonists of human muscarinic M5 receptor (CHRM5). CHO-hM5 cells, Fluo-8 calcium fluorescence, ACh EC80. hit rate 0.59% among 360,000. inhibition, % at 3 µM. P08912;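 active means inhibition above a per-plate cutoff, the mean of that plate's test compounds plus 3 SD, cut at about 27% in these data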;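 further: 0% = acetylcholine EC80 with DMSO and 100% = DMSO without agonist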
Numbers without * were called inactive.

The opening 5 compounds (preview)
SMILES	TAAR1 agonist	CHRM5 PAM	CHRM4 agonist	CHRM5 agonist	CHRM1 PAM	CHRM1 antagonist	M4 antag	M1 ag	M5 antag
O=C1c2ccccc2C(=O)N1CCCOCc1c[nH]c(=O)[nH]c1=O	7	2	1	1	4	-5	6	-3	-4
O=C(c1cc(-c2cccs2)on1)N1CCN(C(c2ccccc2)c2ccccc2)CC1	3	-7	0	-13	-3	-5	0	-4	-3
O=C(CSc1nc2ccccc2c(=O)[nH]1)Nc1nc(-c2ccc(Br)cc2)cs1	0	-2	1	-2	-5	-11	-4	-1	4
O=C(NC(=S)Nc1ccc(N2CCCCC2)c(Cl)c1)c1ccc2c(c1)OCCO2	1	-5	1	-2	8	-10	3	0	4
CS(=O)(=O)N(CC(=O)NCCSCc1cccc(Cl)c1)c1ccc2c(c1)OCO2	3	2	1	-3	3	-12	7	-3	-2

The list itself, previewed entries included:
SMILES	TAAR1 agonist	CHRM5 PAM	CHRM4 agonist	CHRM5 agonist	CHRM1 PAM	CHRM1 antagonist	M4 antag	M1 ag	M5 antag
O=C1c2ccccc2C(=O)N1CCCOCc1c[nH]c(=O)[nH]c1=O	7	2	1	1	4	-5	6	-3	-4
O=C(c1cc(-c2cccs2)on1)N1CCN(C(c2ccccc2)c2ccccc2)CC1	3	-7	0	-13	-3	-5	0	-4	-3
O=C(CSc1nc2ccccc2c(=O)[nH]1)Nc1nc(-c2ccc(Br)cc2)cs1	0	-2	1	-2	-5	-11	-4	-1	4
O=C(NC(=S)Nc1ccc(N2CCCCC2)c(Cl)c1)c1ccc2c(c1)OCCO2	1	-5	1	-2	8	-10	3	0	4
CS(=O)(=O)N(CC(=O)NCCSCc1cccc(Cl)c1)c1ccc2c(c1)OCO2	3	2	1	-3	3	-12	7	-3	-2
Cc1ccc(O)c(NC(=O)C2CC(c3ccc(F)cc3)=NO2)c1 (stereo not drawn)	-1	-3	1	0	10	-8	4	1	-1
O=S(=O)(Nc1nc2ccccc2nc1Cl)c1ccccc1	-2	-1	1	0	4	-4	-1	-6	-3
O=C(COC(=O)CNC(=O)c1ccc(Cl)cc1Cl)NNC(=O)c1ccccc1F	-1	-1	0	3	3	-7	-10	-1	16
CCN(C[C@H]1N[C@@](Cc2ccccc2)(C(=O)OC)[C@H]2C(=O)N(Cc3ccccc3)C(=O)[C@@H]12)C(=O)Nc1ccc(Cl)cc1	11	-13	15	8	-9	13	1	1	10
CN(c1ccc(OCC(=O)NC2CCCC2)cc1)S(=O)(=O)c1cccs1	1	2	3	3	8	-1	14	-3	3
CCCCN1C(=O)C(O)(CC(=O)c2ccccc2OC)c2ccccc21 (stereo not drawn)	0	4	1	-1	19	-12	-20	3	-9
CCc1cc2c(=O)[nH]c(Cc3ccc(Cl)cc3)nc2s1	2	3	0	-1	5	-41	-7	-1	-2
CCOC(=O)CC1C(=O)NCCN1C(=S)NC(=O)c1ccc(C)c(Br)c1 (stereo not drawn)	2	-4	1	0	6	-13	-9	-1	-6
CCN(C(=O)CSc1nc(C)nc2sc3c(c12)CCC3)C1CCS(=O)(=O)C1 (stereo not drawn)	3	1	2	0	8	-13	-9	-1	5
COc1ccccc1OCCCc1c(C)n[nH]c1C	10	0	1	-2	10	-11	-29	-5	-13
O=C(c1ccc(CSc2ccccc2)cc1)N1CCCCCC1	0	-1	1	2	3	-6	1	-6	-2
O=C(NNC(=S)NC(=O)c1ccccc1[N+](=O)[O-])c1ccccc1[N+](=O)[O-]	0	5	0	4	9	-2	3	-4	-7
COC(=O)NC1(C(=O)O)CCCC1	3	7	0	0	9	-13	-11	-2	4
CCCCCCNC(=O)O[C@H]1Cn2c(=O)n(CCCCCC)c(=O)n2[C@@H]2CN(S(=O)(=O)c3ccc(C)cc3)C[C@]12O	1	-2	0	-1	4	-12	-8	-5	-5
COc1ccccc1OCC(=O)Nc1nonc1NC(=O)COc1ccccc1OC	4	-8	6	1	-9	2	-8	-3	-2
O=C(NC1CC1)c1cccc(NC(=O)c2cc(S(=O)(=O)N3CCOCC3)ccc2Cl)c1	4	-1	4	1	8	-9	-17	-6	-1
CC12CCC(=O)N1C(C(=O)Nc1nc(-c3ccc(F)cc3)cs1)CS2 (stereo not drawn)	14	-6	5	4	5	-18	-10	-1	4
CCCN1C(=O)C(NC(C)=O)c2ccccc21 (stereo not drawn)	5	5	1	3	11	-11	7	0	-3
Cc1ccc(OCC(O)CNC2CCCC2)cc1C (stereo not drawn)	6	5	3	2	10	-12	5	-8	-7
NS(=O)(=O)c1ccc(CNC(=O)c2ccc(Cl)c([N+](=O)[O-])c2)cc1	0	-4	0	-5	2	-3	3	-5	5
(further entries)
SMILES	TAAR1 agonist	CHRM5 PAM	CHRM4 agonist	CHRM5 agonist	CHRM1 PAM	CHRM1 antagonist	M4 antag	M1 ag	M5 antag
CC1CC(C)CN(C(=O)CCCNC(=O)c2ccc(Cl)cc2)C1 (stereo not drawn)	2	-4	1	-2	11	-8	-1	-2	17
O=C(Nc1nccs1)c1ccc(NC(=O)C2CC=CCC2C(=O)O)cc1 (stereo not drawn)	6	3	2	4	9	-9	-8	0	8
Cc1ccc(OCC(=O)Nc2ccc(C)c(S(=O)(=O)N3CCCCCC3)c2)c([N+](=O)[O-])n1	7	-1	14	4	-2	3	-13	0	7
COc1ccc(OCCC(=O)NCc2ccccc2)cc1	4	1	1	-1	9	-11	-4	-4	-4
O=C(C1CC(=O)N(c2ccc(F)cc2)C1)N1CCOCC1 (stereo not drawn)	0	3	0	2	9	-6	-1	-3	0
C[C@@H](CN=[N+]=[N-])CN1CC[C@H](NC(=O)OCc2ccccc2)CCC1=O	1	2	0	3	5	1	-2	-6	16
O=C(COC(=O)CN1C(=O)c2ccccc2C1=O)NC1CCCC1	3	-1	0	-3	7	-9	5	-6	-1
CCOC(=O)C1=C(O)C(=O)NC(c2ccccc2)=C(OCC)C1	0	0	1	-1	6	-3	5	-6	-2
CCN(C(=O)c1cn(CC)c(=O)c2cc(OC)c(OC)cc12)c1ccccc1C	3	-7	2	-5	1	-2	-8	-4	-1
C/C(=N\NC(N)=S)c1cc(-c2ccccc2)c(-c2ccccc2)s1	8	-3	-1	5	22	-17	18	10	15
Cc1ccc(S(=O)(=O)N2C(=O)[C@@H]3Cc4ccccc4CN3C2=O)cc1	0	2	-1	1	7	-16	1	-2	-2
CC(=O)Nc1ccc(S(=O)(=O)NCC(=O)OCC(=O)NC23CC4CC(CC(C4)C2)C3)cc1	4	5	1	-1	12	-2	-6	-3	-8
CC(=O)Nc1ccc(S(=O)(=O)NC2CC(=O)N(c3cccc(F)c3)C2)cc1 (stereo not drawn)	2	-5	1	1	5	-5	0	-3	1
COc1cccc(/C=N/n2c(=O)[nH]c3ccccc32)c1OC	1	9	4	-3	5	-12	-7	-3	-6
COc1ccc(/C(C)=N/Nc2nc3ccccc3nc2C)cc1OC	3	-3	1	-4	6	-15	9	-5	18
COc1ccc(CN(C(=O)c2nsc(Cl)c2Cl)C(C(=O)NC2CCCC2)c2ccc(OC)cc2)cc1 (stereo not drawn)	8	-5	0	0	-2	-4	1	-11	1
O=C(COc1ccc([N+](=O)[O-])cc1Cl)Nc1ccc2[nH]c(=O)[nH]c2c1	0	0	1	0	6	-9	-7	-3	12
Cc1ccc2cc3cc(C(=O)NCc4ccc5c(c4)OCO5)oc3nc2c1	5	16	1	-6	4	-10	-10	-4	-6
CCOC(=O)N1CCN(S(=O)(=O)N2CCCC(C(=O)NCCCN3CCC(C)CC3)C2)CC1 (stereo not drawn)	3	7	1	-4	8	2	5	-4	-11
OCCC1CN(Cc2cnc(-c3ccccc3)s2)CCN1C1CCCC1 (stereo not drawn)	5	-5	1	-9	-28	39*	12	-10	5
Cc1nn(C)c(C)c1NC(=O)c1cc2nc(-c3ccco3)cc(C(F)(F)F)n2n1	6	-4	3	-5	16	4	0	-11	-5
O=C(CC(C(=O)NCc1ccccc1)c1nc2ccccc2c(=O)[nH]1)NCc1ccccc1 (stereo not drawn)	1	2	1	2	-6	-24	-3	-2	-2
Cc1cc(C)nc(NS(=O)(=O)c2ccc(N=Cc3c(C)[nH]n(-c4ccccc4)c3=O)cc2)n1	-1	1	1	-2	-2	3	-14	-6	-10
O=C(COc1ccccc1)NCc1ccc2c(c1)OCO2	1	0	0	0	2	-4	-8	-2	-5
O=C(Nc1ccc2ccccc2n1)C1CCCCC1	5	2	0	-1	-6	18	3	-2	-5
Additional records
SMILES	TAAR1 agonist	CHRM5 PAM	CHRM4 agonist	CHRM5 agonist	CHRM1 PAM	CHRM1 antagonist	M4 antag	M1 ag	M5 antag
NC(=O)COc1ccccc1C(=O)O	1	0	3	-1	5	-7	-3	-3	5
Cc1ccc(/C=C2\SC(N)=NC2=O)s1	-2	-3	-1	-1	-5	10	-3	-3	5
C=CCn1c(SCc2cc(=O)n3ccsc3n2)nc2scc(C3CC3)c2c1=O	16	-10	5	-5	3	-10	-11	-2	-2
COC(=O)c1ccc(C(=O)N2CCCC(Nc3ccc(C(C)C)cc3)C2)nc1 (stereo not drawn)	2	-6	6	2	-2	-3	-32	-5	0
Cc1ccc(CC(=O)Nc2cccnc2)cc1	3	-1	0	-3	1	5	6	-4	1
O=C(NCC(c1ccco1)N1CCc2ccccc21)c1c(F)cccc1F (stereo not drawn)	-3	5	-2	-6	6	-9	-1	-7	-4
CCc1ccc2oc(C(=O)NCc3ccncc3)c(C)c2c1	6	-11	8	1	4	-3	4	5	10
COc1ccc(N(CC(=O)NCc2ccco2)S(=O)(=O)c2ccc(OC)c(OC)c2)cc1	15	3	9	5	-15	15	-8	-4	-5
CC(C)C(NS(=O)(=O)c1cccs1)C(=O)NCc1ccc2c(c1)OCO2 (stereo not drawn)	-1	5	1	0	0	4	2	-2	-4
COC(=O)[C@H](CCSC)NC(=O)Nc1ccc(OC)cc1OC	8	-1	1	-3	-2	4	2	-4	6
Cc1cc(C(=O)COC(=O)c2csc3c2CCCC3)c(C)n1C	2	-7	1	-2	3	-2	-5	-2	-5
O=C(NCc1nnc(SCC(=O)N2CCCC2)o1)c1c(F)cccc1Cl	9	-8	0	-6	10	-12	-4	-4	2
O=C(c1cccc(Cl)c1)N1CCN(c2ccc3c(c2)C2CC3CCN2C(=O)OCc2ccccc2)CC1 (stereo not drawn)	1	-4	1	-3	-3	12	-19	-6	-7
COc1cc2c(cc1OC)-c1nnc(-c3cccs3)n1C1(CCCC1)C2	18	-6	1	1	0	-32	-1	0	-1
NC(=O)NC(CC(=O)NCCc1ccc(S(N)(=O)=O)cc1)c1ccccc1Cl (stereo not drawn)	5	2	1	-1	9	-11	-4	-3	7
O=C(COC(=O)c1cccc(S(=O)(=O)N2CCc3ccccc32)c1)NC1CCS(=O)(=O)C1 (stereo not drawn)	4	-3	1	-4	10	-6	-4	-4	-3
CCN(CC)C(=O)CSc1nc2cc(S(=O)(=O)N3CCOCC3)ccc2n1CC	1	-1	1	-4	4	1	-7	-5	3

Some of the compounds tested, so the mix of outcomes need not match the whole.
